Compound activity from PubChem BioAssay.
NTR1 agonist = NTR1-driven beta-arrestin-GFP spot formation – imaging, U2OS cells, high content, primary screen (AID 493036). P30989. agonist mode. activation, % at 20 µM. 0.17% of 330,000 active;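 active = activation at or above 40% of the spot to cytoplasm intensity ratio, with at least 20 cells analyzed; inconclusive = wells under 20 cells, flagged as cytotoxic or low count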;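 also: 0% = DMSO without peptide and 100% = 100 nM NTR1 peptide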
Target sequence (P30989 whole entry, looked up): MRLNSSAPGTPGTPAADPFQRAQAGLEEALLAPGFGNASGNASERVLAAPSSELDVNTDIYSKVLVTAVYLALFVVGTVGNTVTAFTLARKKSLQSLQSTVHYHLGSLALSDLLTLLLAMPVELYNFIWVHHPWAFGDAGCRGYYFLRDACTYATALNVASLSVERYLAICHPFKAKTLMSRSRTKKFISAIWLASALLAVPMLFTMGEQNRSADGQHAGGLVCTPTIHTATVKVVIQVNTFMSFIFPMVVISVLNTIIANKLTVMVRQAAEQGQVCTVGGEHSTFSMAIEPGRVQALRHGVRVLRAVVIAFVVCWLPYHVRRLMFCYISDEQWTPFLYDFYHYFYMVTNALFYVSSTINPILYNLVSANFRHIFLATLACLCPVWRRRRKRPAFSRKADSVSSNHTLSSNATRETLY
RSV antiviral HEp-2 = RSV antiviral activity via CPE protection, HEp-2 cells, primary 10 µM value included (AID 2391). 0.13% of 310,000 active. CPE inhibition, % at 10 µM; hits with a dose series show IC50 in µM. HEp-2 cells, RSV-induced CPE inhibition; higher % means a stronger effect; in the data active = a potency from the dose series; inconclusive = CPE inhibition mostly from about 23% at the one dose, without a potency; inactive = the rest, 99 in 100 with CPE inhibition below about 21%; also: strong numbers were not always called active
K1F lysis inhibition = protection from phage-mediated lysis, alamar blue read-out – E. coli UTI89, K1F phage, bacterial capsule biogenesis inhibitors (AID 488966); E. coli UTI89 K1F phage lysis, alamar blue, 2 h; higher % means a stronger effect; inhibition, % at 100 µM; hits with a dose series show IC50 in µM; 0.02% of 340,000 active;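 active = phage lysis inhibition, versus mean bacterial control, above a set limit; inconclusive = no clear call, values can overlap the other calls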;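 also: capsule biogenesis inhibitors block K1F phage lysis so surviving cells raise fluorescence; higher fluorescence means more inhibition of phage lysis; actives were called in the ten point dose series up to 300 µM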
SV40 large T antigen = SV40 large T antigen inhibitors, biochemical (AID 1903); SV40 large T antigen ATPase/helicase inhibition assay; higher % means a stronger effect; inhibition, % at 20 µM; hits with a dose series show IC50 in µM; 0.39% of 310,000 active; in the data active = a potency from the dose series; inconclusive = inhibition mostly from about 32% at the one dose, without a potency; inactive = the rest, 99 in 100 with inhibition below about 32%; also: strong numbers were not always called active
SIAH1 antagonists = Siah-1 peptide-binding antagonists, primary screen, biochemical, fluorescence polarization, rhodamine-plectin, uHTS (AID 1817); Siah-1 / rhodamine-plectin peptide fluorescence polarization; higher % means a stronger effect; one-dose displacement, % at 20 µM; IC50 in µM for titrated hits; 0.02% of 290,000 active;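 active = displacement of at least 50% at 20 µM, with a fluorescence ratio check between 0.3 and a set limit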;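 also: plate controls were Siah plus tracer with DMSO for no effect and tracer alone without Siah for full effect; strong numbers were not always called active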
Rac1 GTP hydrolysis = MgcRacGAP GTPase-activating activity inhibitors, confirmation, biochemical, ADP Hunter fluorescence | AID 624330 | 0.6% of 340,000 active | MgcRacGAP-stimulated Rac1 GTP hydrolysis, ADP Hunter fluorescence; higher % means a stronger effect; GST-tagged Rac1 F28L mutant substrate | one-dose inhibition, % at 30 µM; IC50 in µM for titrated hits;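 active = first-screen hits whose inhibition reached a set limit at any dose in the follow-up dose series; inconclusive = inhibition above the set first-screen limit but never retested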;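 also: fluorescence reports GDP produced by GAP-driven GTP hydrolysis; strong numbers were not always called active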
West Nile virus CPE = West Nile virus antiviral activity, cell-based, CPE readout (AID 1621). West Nile virus-infected cells, CPE inhibition; higher % means a stronger effect. CPE inhibition, % at 10 µM; hits with a dose series show IC50 in µM. 0.02% of 290,000 active; in the data active = a potency from the dose series; inconclusive = CPE inhibition mostly from about 3.7% at the one dose, without a potency; inactive = the rest, 99 in 100 with CPE inhibition below about 2.2%; also: strong numbers were not always called active
NS5 inhibitors = Dengue-2 NS5 methyltransferase inhibitors, primary screen, biochemical, confirmation dose response (AID 588689) | Dengue-2 NS5 methyltransferase capping enzyme assay, biochemical; higher % means a stronger effect | 0.3% of 340,000 active | inhibition, % at 25 µM, or IC50 in µM where a hit was titrated; in the data active = a potency from the dose series; inconclusive = inhibition above about 29% without an active follow-up result
AID2073 = disruptors of CaV2.2 binding to Mint1 – biochemical, HTRF (AID 2073). HTRF protein-protein interaction, Mint1-CaV2.2; higher % means a stronger effect. inhibition, % at 20 µM; hits with a dose series show IC50 in µM. 0.19% of 290,000 active; in the data active = inhibition mostly above about 51%, no sharp cut-off; inconclusive = no clear call, values can overlap the other calls; inactive = mostly below about 53%; also: some results filed as inactive read as strong as hits
NTR1 agonist cell count 20 µM = further read-out of NTR1 agonist, marked with its call; cell count; measured here: cell count, cytotoxicity flag
NS5 inhibitors pilot replicate = also measured in NS5 inhibitors; calls as there; inhibition, %; measured here: pilot screen replicate inhibition
Active calls of the source: *; ? = inconclusive; / = not tested or not shown; [ ] = another dose, or the depositor's remark.

SMILES | NTR1 agonist | NTR1 agonist cell count 20 µM | RSV antiviral HEp-2 | K1F lysis inhibition | SV40 large T antigen | SIAH1 antagonists | Rac1 GTP hydrolysis | West Nile virus CPE | NS5 inhibitors | AID2073 | others
O=c1c(Cc2ccc(Cl)cc2Cl)c(O)ccn1Cc1ccc(Cl)cc1 | 3.4 | 65 | 6.8% | 2.3%[50 µM] | 13% | -2% | 2% | -0.1% | -2% | 14%
Clc1ccc2ccc3cccnc3c2n1 | -0.8 | 89 | 0.4% | 2.6%[50 µM] | 2% | -6% | 8% | -1.1% | -2% | 2%
CSc1cccc(NC(=S)N(CCC(C)C)C2CCN(C(C)C)CC2)c1 | -0.7 | 72 | 0.2% | 0.5% | 3% | 4% | 1% | -0.1% | -1% | -7%
CC(=O)Nc1cccc(-c2csc(NCc3ccccc3)n2)c1 | 2.4 | 55 | 7.5% | 0.3% | 22% | 7% | 65µM* | -1.3% | -1% | ?
Cc1ccc(-c2cc(-c3nnc(SCC(=O)NCC(C)C)n3N)c3ccccc3n2)cc1 | -0.3 | 41 | 9.6% | 0.3% | 4% | -10% | 4% | 0.2% | -10% | -4%
CCc1cc(=O)oc2cc(OCc3ccc(C(=O)O)o3)ccc12 | 1.0 | 90 | 2.0% | 0.2% | 8% | -2% | 4% | -0.2% | 0% | 7%
O=C(O)c1cc2c(cc1Br)OCCCO2 | 0.7 | 70 | 0.9% | 0.1% | -1% | -5% | -8% | -0.1% | -2% | 0%
Cc1ccc(Nc2nc(N)nc(-c3oc4ccccc4c3C)n2)cc1 | 21 | 54 | -0.7% | 0.4% | 23% | 14% | 9% | -0.4% | -1% | 17%
O=C(Nc1ccccc1Cl)c1ccc(S(=O)(=O)N2CCOCC2)cc1 | -2.0 | 76 | 0.7% | 0.4% | -1% | 0% | 0% | 0.2% | -1% | -4%
COc1cc(CNc2cccc(C(=O)O)c2)cc(Br)c1OCC(=O)NC(C)(C)C | 1.4 | 55 | 14% | 3.6% | 6% | -10% | -12% | 0.1% | -1% | 38%
O=C(/C=C\c1ccco1)Nc1cc([N+](=O)[O-])ccc1F | -0.4 | 54 | 1.2% | 3.8%[50 µM] | 7% | -12% | 9% | -0.6% | -4% | 35%
COCCN(C(=O)COC(=O)CSc1ccc(Cl)cc1)c1c(N)n(CC(C)C)c(=O)[nH]c1=O | -0.3 | 60 | / | 0.8%[50 µM] | / | / | 8% | / | 0% | /
Cc1ccccc1CCNC(=O)C1CCC(=O)N(Cc2ccc(Cl)cc2)C1 (stereo not drawn) | -0.2 | 59 | 4.0% | -0.2% | 21% | 4% | 8% | -0.4% | -3% | -15%
O=C(Cc1ccccc1)Nc1nnc(SCC(=O)NC2CCCC2)s1 | -0.6 | 52 | 5.8% | 0.4% | 0% | -1% | 5% | 0.4% | 0% | 6%
CCOc1ccc(CCNC(=O)COC(=O)C2CCN(c3ccc(C(F)(F)F)cn3)CC2)cc1OCC | 3.1 | 67 | 0.2% | -1.2% | 8% | / | 5% | / | -11% | /
Cc1ccc(CN2CCNC2=O)cc1 | -0.2 | 62 | 0.6% | 1.6% | 5% | 6% | 8% | 0.4% | -6% | -3%
Cc1cc(C)nc(Oc2ccc(Br)cc2)n1 | 3.0 | 58 | 1.3% | 0.0% | 9% | 10% | 8% | 0.3% | -1% | 16%
CS(=O)(=O)Nc1nnc(SCC(=O)Nc2cccc([N+](=O)[O-])c2)s1 | 0.2 | 86 | 1.7% | -0.3% | 7% | 2% | 6% | -0.1% | -5% | -1%
CCOC(=O)c1c(C)[nH]c(C(=O)OCC(=O)Nc2ccc(OC)c(Cl)c2)c1C | 1.8 | 76 | 9.7% | 0.7% | 0% | -1% | 5% | -0.3% | -7% | 13%
O=C(CCSCc1ccc(Cl)cc1)NCCc1ccccc1 | -1.3 | 59 | 1.5% | 3.7% | 11% | -1% | 6% | -0.4% | -1% | -3%
COc1ccc(N(C)S(=O)(=O)c2cccc(C(=O)Nc3ccc4c(c3)OCCO4)c2)cc1 | 1.8 | 66 | 14% | 0.4% | 3% | -5% | 6% | 1.0% | -6% | 4%
O=C(NCc1nnc(SCC(=O)N2CCN(c3ccccc3)CC2)o1)c1ccccc1 | 1.4 | 53 | 0.9% | 0.0% | 4% | 1% | 5% | -0.4% | -3% | 5%
CC(c1nc2ccccc2o1)N1C(=O)c2ccccc2C1=O (stereo not drawn) | -0.2 | 72 | 2.5% | 5.3% | 7% | 8% | 1% | -0.4% | -5% | -3%
CCOC(=O)c1cccc(NS(=O)(=O)c2c(C)[nH]c(=O)[nH]c2=O)c1 | -1.4 | 76 | 0.9% | 0.3% | -1% | 5% | 3% | -0.3% | -1% | -1% | NS5 inhibitors pilot replicate=-1.5
Cc1cc(C)c2c(=O)n(CC(=O)N3CCC(Cc4ccccc4)CC3)sc2n1 | 11 | 60 | / | / | 4% | 0% | / | / | / | 15µM*
O=C(c1ccccc1Cc1ccccc1)N1CCN(S(=O)(=O)c2ccccc2F)CC1 | 2.6 | 60 | 1.5% | -0.3%[50 µM] | / | / | 9% | / | 1% | /
Cc1ccc(/C=N/NC(=O)c2nc3nc(C)cc(C)n3n2)cc1 | 3.1 | 44 | 1.1% | 4.9% | 23% | -1% | 0% | 0.4% | -2% | 6%
COC1(C2=NCCN2)COc2ccccc2O1 (stereo not drawn) | 1.2 | 71 | -1.4% | 7.7% | 17% | / | 3% | / | 2% | /
O=C(Nc1ccc(F)cc1F)c1cccc(S(=O)(=O)N2CCCCC2)c1 | -1.4 | 107 | 1.5% | 0.5%[50 µM] | / | / | 2% | / | -12% | /
CC1CC(C)CN(C(=O)CNC(=O)c2sc3ccccc3c2Cl)C1 (stereo not drawn) | 6.3 | 68 | 1.2% | -0.1%[50 µM] | / | / | 5% | / | -7% | /
Cc1cc(C)n2c(SCc3c(C)noc3C)nnc2n1 | -0.4 | 42 | 0.4% | 0.0% | 0% | -1% | 4% | 0.5% | -4% | 9%
O=C(NCc1ccco1)C1CCCN(c2nnc(-n3cccc3)s2)C1 (stereo not drawn) | -1.1 | 51 | 3.9% | 0.6% | 12% | -6% | 15% | -0.4% | 3% | 20%
COCCN(CC(=O)Nc1cccc(C)c1C)C(=O)c1ccc(S(=O)(=O)N2CCOCC2)cc1 | 1.9 | 70 | / | 1.1%[50 µM] | / | / | 8% | / | -1% | /
Cc1cccc(NC(=O)c2nc[nH]c2C(=O)NC2CCN(C(=O)OC(C)(C)C)CC2)c1 | 35 | 53 | 0.6% | -1.1% | / | / | 1% | / | -6% | /
O=C(COC(=O)C1CC1)c1c[nH]c2ccccc12 | 0.2 | 78 | 2.2% | -0.8% | 62% | 4% | 6% | 0.2% | -3% | -5%
COc1ccc(Cc2nnc(NS(C)(=O)=O)s2)cc1 | 2.5 | 83 | 1.2% | 0.4% | 5% | -1% | 7% | -0.2% | -8% | 1%
c1ccc(C[C@H]2CN=C(Nc3ccccc3)N2CCCC2CCCCC2)cc1 | 6.2 | 58 | / | 5.5% | / | / | 13% | / | -9% | /
CCOC(=O)C1CCN(C(=O)COC(=O)/C=C/c2ccccc2)CC1 | -1.0 | 62 | / | 0.2%[50 µM] | / | / | 2% | / | -5% | /
COc1ccc2[nH]c(=O)c(CNc3ccc(C)c(C)c3)cc2c1 | -0.7 | 40 | 5.8% | -0.4% | 10% | 2% | 12% | 0.3% | 5% | 33%
CCN(CC)S(=O)(=O)c1cc(NC(=O)C2CCN(c3ncnc4sc(C)c(C)c34)CC2)ccc1Cl | 12 | 64 | 7.1% | 0.6%[50 µM] | 27% | / | 14% | / | 1% | /
O=C(CCN1CCCCC1)NCNC(=O)CCN1CCCCC1 | -1.8 | 90 | 1.1% | 0.3% | 9% | 1% | 11% | -0.2% | -4% | 2%
CC(C)=CCCC(C)NC(=O)NC1CCCCC1 (stereo not drawn) | -0.2 | 48 | 1.2% | 1.3% | -5% | 1% | 14% | -0.1% | -1% | 13%
Cn1cnc([N+](=O)[O-])c1S(=O)(=O)c1ccc(Cl)cc1 | / | / | / | 0.1% | 13% | 4% | 16% | -2.2% | -51% | -21%
COc1cc(C(=O)Nc2nc(C)c(Cc3ccc4c(c3)OCO4)s2)cc(OC)c1OC | 1.0 | 82 | 3.8% | -0.1% | 6% | -9% | 7% | -0.4% | 7% | -9%
Cc1onc(-c2ccccc2)c1C(=O)Nc1sc2c(c1C#N)CCC2 | 6.2 | 49 | 1.9% | 7.0% | 6% | 1% | 17% | -0.7% | -14% | 34%
COCCNC(=S)Nc1ccc(Cl)c(Cl)c1 | -1.1 | 85 | 8.7% | 0.2% | 23% | 6% | 4% | -0.3% | -8% | -6%
N#Cc1c(Cl)nc(SCc2ccccc2)nc1-c1ccccc1 | 0.8 | 53 | 15% | 0.0%[50 µM] | 3% | 3% | / | -0.1% | / | 2%
Cc1cc(NC(=O)COC(=O)C2CSC3(C)CCC(=O)N23)ccc1Br (stereo not drawn) | -2.2 | 54 | / | 0.7%[50 µM] | / | / | 7% | / | -6% | /
